MPTP block: blocks calcium-induced mitochondrial swelling; isolated mouse mitochondria, Ca2+ swelling absorbance, 30 min; inhibition, % at 10 µM; 360,000 compounds, 1.4% hits; AID 602449;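 active means inhibition of 50% or more, scaled per plate between neutral and stimulator controls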;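 further: 0% = DMSO wells given calcium and 100% = 1 mM EGTA wells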
EBI2 block: blocks human EBI2 receptor beta-arrestin signaling; P32249; EBI2 beta-arrestin recruitment, luminescence, 7a,25-OHC stimulated; inhibition, % at 5 µM; 360,000 compounds, 0.81% hits; AID 651636; in the data active means inhibition above about 38%;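 further: enzyme fragment complementation signal reports receptor beta-arrestin coupling in cells; 0% = agonist plus DMSO wells and 100% = wells without agonist; some results beyond the cut were filed as inactive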
Target sequence (P32249 whole entry, looked up, the tested form may be a part): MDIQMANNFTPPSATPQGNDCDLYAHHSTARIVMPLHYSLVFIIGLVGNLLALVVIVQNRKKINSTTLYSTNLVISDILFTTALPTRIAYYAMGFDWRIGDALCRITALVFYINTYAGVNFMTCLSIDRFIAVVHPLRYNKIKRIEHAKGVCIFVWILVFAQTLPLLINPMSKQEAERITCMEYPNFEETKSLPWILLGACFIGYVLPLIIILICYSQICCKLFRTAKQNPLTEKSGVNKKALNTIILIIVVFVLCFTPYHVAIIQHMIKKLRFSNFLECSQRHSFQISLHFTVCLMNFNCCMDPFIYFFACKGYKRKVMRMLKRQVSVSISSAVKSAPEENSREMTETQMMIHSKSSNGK
CXCR6 inh: blocks human CXCR6 beta-arrestin recruitment; CHO-K1 PathHunter CXCR6 beta-arrestin, luminescence; inhibition, % at 20 µM; 360,000 compounds, 0.36% hits; in the data active means inhibition above about 34%, passing the limit was not always enough;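 further: antagonist mode with CXCL16 agonist at 10 nM final; 0% = 10 nM CXCL16 with DMSO and 100% = unstimulated wells without agonist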
Target sequence (O00574 whole entry, looked up): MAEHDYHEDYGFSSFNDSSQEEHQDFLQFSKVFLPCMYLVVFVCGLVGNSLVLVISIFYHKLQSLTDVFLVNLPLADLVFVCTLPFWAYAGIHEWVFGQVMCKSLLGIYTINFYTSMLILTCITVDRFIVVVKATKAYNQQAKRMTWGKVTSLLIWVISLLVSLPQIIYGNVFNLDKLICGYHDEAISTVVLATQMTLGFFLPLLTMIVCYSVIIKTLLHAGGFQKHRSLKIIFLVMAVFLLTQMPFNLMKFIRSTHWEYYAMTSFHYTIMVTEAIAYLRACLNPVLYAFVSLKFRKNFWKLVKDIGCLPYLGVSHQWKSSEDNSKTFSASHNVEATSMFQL
* = called active by the depositor. Not all compounds are listed (hit frequency here may not be typical).

entry	smiles	MPTP block	EBI2 block	CXCR6 inh
1	C[C@H](CO)N1C[C@H](C)[C@@H](CN(C)C(=O)c2ccccc2)Oc2cc(C#C[C@@H](C)O)ccc2S1(=O)=O	0.6	-6	3
2	O=C(Nc1ccc(F)c(Cl)c1)Nc1nnc([C@H]2C[C@H](O)[C@@H](CO)O2)s1	-2.4	-4	3
3	COc1ccc2sc(-c3ccccc3OC)c(-c3ccc(SC)cc3)c2c1	3.3	16	8
4	CC(C)N1CCCC(C)(C(=O)Nc2ccccc2)C1 (stereo not drawn)	0.3	5	-7
5	c1cc(-c2cnc3cccnn23)c2cccnc2c1	0.1	-8	-13
6	O=C(Nc1ccc2c(c1)OCO2)c1cc(C2CCCCN2C(=O)CCCc2ccccc2)on1 (stereo not drawn)	0.8	12	-2
7	CCCCNC(=O)C(NC(=O)c1cccc2ccccc12)C(=O)c1ccccc1 (stereo not drawn)	-0.3	3	8
8	COCCCN1C(=O)C(CC(=O)NC(c2ccccc2)c2ccccc2)CC(C(=O)N(C(C)C)C(C)C)=C1C (stereo not drawn)	-0.9	6	6
9	COc1ccc(C(C)=O)cc1CN1C(=O)C(C)ON=C1c1ncccc1C (stereo not drawn)	0.7	-3	5
10	O=C(NCC(O)c1nc2ccccc2[nH]1)c1cc([N+](=O)[O-])ccc1F (stereo not drawn)	-3.8	-9	-4
11	CC1=C(C(=O)Nc2cc(C(=O)NCc3ccccc3)ccc2C)SCCO1	0.7	-8	10
12	CCCS(=O)(=O)NC(=O)C1(C)CCN1C(=O)Cc1ccc(Cl)cc1Cl (stereo not drawn)	0.4	-11	2
13	COc1ccccc1CNC(=O)C(=O)c1cn(CC(=O)N2CCCCC2)c2ccccc12	0.3	-2	10
14	CC1=C(C(=O)N2CCOCC2)CC(CC(=O)NCCCCc2ccccc2)C(=O)N1CCCN1CCCC1=O (stereo not drawn)	0.6	-3	-2
15	COCC1CCN(C(=O)c2ccc3nc(Cc4cccc(Cl)c4)oc3c2)CC1	2.0	4	0
16	Nc1ccn([C@@H]2O[C@H](C(=O)N[C@H]3c4ccccc4C[C@H]3O)[C@@H](O)[C@H]2O)c(=O)n1	-0.1	-7	-2
17	CCCCN1C(=O)C(=O)NC[C@@H]1CC1CCCCC1	-2.0	-1	-5
18	CC1=C(C(=O)N(C)C)CC(CC(=O)NCCCCc2ccccc2)C(=O)N1Cc1ccc(C(C)(C)C)cc1 (stereo not drawn)	-0.5	11	4
19	CC(C)[C@@H]1Cc2[nH]c(=O)[nH]c(=O)c2[C@H](C)O1	-0.8	-9	-4
20	CC(=O)Nc1cccc(-c2cc3c(c4c2ccn4C)C2CCC3O2)c1 (stereo not drawn)	-1.2	-12	-3

Next part, overlapping the part above by 2 compounds.
entry	smiles	MPTP block	EBI2 block	CXCR6 inh
19	CC(C)[C@@H]1Cc2[nH]c(=O)[nH]c(=O)c2[C@H](C)O1	-0.8	-9	-4
20	CC(=O)Nc1cccc(-c2cc3c(c4c2ccn4C)C2CCC3O2)c1 (stereo not drawn)	-1.2	-12	-3
21	CCCCN1C(=O)C(CC(=O)NC2CCCCC2)CC(C(=O)N(C)C)=C1C (stereo not drawn)	0.7	-9	-4
22	COc1ccccc1NC(=O)C(C)OC(=O)C1CC(=O)N(Cc2ccco2)C1 (stereo not drawn)	-1.2	-2	-1
23	c1ccc(COc2ccc(-c3cc4nc(NCCCn5ccnc5)ccn4n3)cc2)cc1	1.0	19	12
24	O=C(/C=C/[C@H]1O[C@@H](n2cnc3c(NC(=O)c4ccccc4)ncnc32)[C@H](O)[C@@H]1O)NCCCc1ccccc1	-1.9	5	3
25	CCN(CC)C(=O)C1=C(C)N(Cc2ccc(F)cc2)C(=O)C(CC(=O)NCC2CCCCC2)C1 (stereo not drawn)	1.9	-1	-1
26	CCOC1=C2CN(S(=O)(=O)c3ccc(C)cc3)[C@H](c3ccccc3)C[C@@H]2N(S(=O)(=O)c2ccc(C)cc2)[C@H](c2cccc(C)c2)C1	0.0	-6	2
27	C(=NN=Cc1c[nH]c2ccccc12)c1c[nH]c2ccccc12	1.7	14	-4
28	Cc1ccc(C)c(C(O)c2ncc(-c3ccccc3F)[nH]2)c1 (stereo not drawn)	0.0	0	-2
29	CCCNC(=O)C1(C)CCN(Cc2cc(C)n(C)n2)C1 (stereo not drawn)	-0.2	-4	-10
30	COc1cccc(CNc2nc(NCc3cccs3)nc3ccsc23)c1	78*	-6	7
31	CCC[C@H]1CN(c2ccccc2)C(=O)[C@@H]1CC(=O)Nc1ccccc1	0.7	1	7
32	COc1ccc(C(=O)CC(C(=O)O)c2ccc3c(c2)OCO3)cc1OC (stereo not drawn)	-0.7	3	1
33	N#Cc1nccc2ccc(OCc3ccc(Br)cc3)cc12	-2.3	5	-6
34	Cc1cccc(C(O)c2ncc(-c3ccccc3F)[nH]2)c1C (stereo not drawn)	0.2	2	1
35	O=C1NC[C@H](CCCCN2C[C@H](Cc3ccc(O)cc3)N(Cc3ccccc3)C(=O)C2=O)N(CC2CCCCC2)C1=O	-1.3	-6	-2
36	O=C(NCc1ccc2c(c1)OCO2)c1[nH]c(C(F)(F)F)nc1-c1ccccc1	0.3	-8	2
37	CC1(Cc2ccc(F)cc2)C(=O)Nc2c(Cl)cccc21 (stereo not drawn)	-0.1	-4	13
38	COc1ccc(NC(=S)N2CCC3CC2c2c(Cl)cccc23)c(OC)c1 (stereo not drawn)	0.2	-2	5
39	Cc1ccc([C@H]2C[C@H](O)[C@@H](n3cc(-c4ccc(F)cc4)nn3)CN2C(=O)c2cccs2)cc1	1.0	20	28
40	Cc1ccc(S(=O)(=O)N2C[C@H]3[C@H]4C(=O)N(c5ccccc5)C(=O)[C@H]4C[C@H](OC(=O)NC4CCCC4)[C@@]3(O)C2)cc1	0.1	-4	-2
41	CCCNC(=O)C1(C)CCCN(C(=O)c2c(F)ccc(C)c2F)C1 (stereo not drawn)	-0.1	-1	2
42	C[C@H](CO)N1C[C@H](C)[C@@H](CN(C)C(=O)c2cnccn2)Oc2cc(C#CCC3CCCC3)ccc2S1(=O)=O	-1.2	13	1
43	O=C(Cn1nnc(-c2ccc(Cl)cc2)n1)NC(=O)NC1CCCC1	-0.4	-2	5
44	Nc1ncnc2c1ccn2[C@H]1CN(Cc2ccc3c(c2)OCO3)C[C@@H](CO)O1	0.4	-9	-1
45	CCOC(=O)C1(C)CCCN(C(=O)c2snnc2C)C1 (stereo not drawn)	0.0	-5	-7
46	CC(C)NC(=O)N1Cc2cc(C(=O)NC3CCCCC3)nc(-c3cccc(-c4cccnc4)c3)c2[C@@H]1CCO	-0.7	13	-4
47	Cc1ccc(N2CCN(C(=O)c3[nH]c(C(F)(F)F)nc3-c3ccccc3)CC2)cc1	0.4	5	-1
48	CCCc1nc2c(C)cc(Br)cn2c1Cc1cccc(F)c1	-2.1	3	2
49	NC(=O)c1cccc(-c2ccnc3c2CC(C(=O)Nc2cccc(Oc4ccccc4)c2)O3)c1 (stereo not drawn)	-0.7	9	7
50	Cc1c(C(=O)NCc2ccc(Cl)c(Cl)c2)sc(=O)n1Cc1ccc(S(C)(=O)=O)cc1	0.0	3	0
51	CCCCNC(=O)C1c2ccccc2OCC(=O)N1Cc1ccc2c(c1)OCO2 (stereo not drawn)	-0.5	-3	-2
52	COc1cccc2c1OC1(N3CCOCC3)CCCCC1C2C[N+](=O)[O-] (stereo not drawn)	-0.7	2	2
53	O=C(Nc1ccc2c(c1)OCCO2)C(CCc1ccccc1)N1CCN(C/C=C/c2ccccc2)CC1 (stereo not drawn)	-0.1	44*	4
54	CC(C)N(C)c1ncnc2c1ncn2[C@H]1CN(CCN2CCOCC2)C[C@@H](CO)O1	1.8	-2	-3
55	O=C(NCc1ccc(F)cc1)c1ccc(S(=O)(=O)N2CCCC2)cc1	0.7	-6	-2
56	CCc1nc2c(=O)[nH]cnc2o1	-1.8	0	-11
57	CCN1C(=O)CSC1=Nc1ccc(C(=O)OC)cc1	-2.3	5	17
58	COc1ccc(S(=O)(=O)NC(=O)C2(C)CCN2C(=O)Cc2cccc3ccccc23)cc1 (stereo not drawn)	0.6	-7	-4
59	COc1cc(OC)cc(C2=Cc3ccccc3C(CC(C)=O)N2c2ccc(C#CC3(N)CCCCC3)cc2)c1 (stereo not drawn)	4.0	-2	-1
60	CCCCNC(=O)c1nc(-c2ccncc2)oc1-c1ccccc1	0.0	2	-1

An excerpt from above, limited to EBI2 block and CXCR6 inh:
No.	SMILES	EBI2 block	CXCR6 inh
44	Nc1ncnc2c1ccn2[C@H]1CN(Cc2ccc3c(c2)OCO3)C[C@@H](CO)O1	-9	-1
45	CCOC(=O)C1(C)CCCN(C(=O)c2snnc2C)C1 (stereo not drawn)	-5	-7
46	CC(C)NC(=O)N1Cc2cc(C(=O)NC3CCCCC3)nc(-c3cccc(-c4cccnc4)c3)c2[C@@H]1CCO	13	-4
47	Cc1ccc(N2CCN(C(=O)c3[nH]c(C(F)(F)F)nc3-c3ccccc3)CC2)cc1	5	-1
48	CCCc1nc2c(C)cc(Br)cn2c1Cc1cccc(F)c1	3	2
49	NC(=O)c1cccc(-c2ccnc3c2CC(C(=O)Nc2cccc(Oc4ccccc4)c2)O3)c1 (stereo not drawn)	9	7

Continued:
entry	smiles	MPTP block	EBI2 block	CXCR6 inh
61	Cc1ccc(S(=O)(=O)N2C[C@@H](C)[C@]3(C2)[C@H](O)[C@H](OC(=O)Nc2c(C)noc2C)C[C@H]2C(=O)N(c4ccccc4)C(=O)[C@H]23)cc1	0.3	-3	-4
62	C[C@H](NC(=O)c1nc[nH]c1C(=O)NC[C@@H](C)O)c1ccccc1	-1.3	4	3
63	CCCCCCCCN1C(=O)[C@H](CC(=O)N2CCN(C(=O)c3ccco3)CC2)C[C@@]2(C(=O)OC)CCCCC=C12	-2.7	10	6
64	COCOCCn1cc(CN2CCS(=O)(=O)N(Cc3ccc(-c4ccc(OC)nc4)cc3)C(C)C2=O)nn1 (stereo not drawn)	-0.2	-8	8
65	COC(=O)[C@H]1C[C@H](OC(=O)NCc2ccc(OC)c(OC)c2)[C@@]2(O)CN(S(=O)(=O)c3ccc(C)cc3)CC2[C@H]1C(=O)OC (stereo partly drawn)	0.0	-10	1
66	C[C@@H]1CCCCO[C@H](CN(C)Cc2ccc(C(=O)O)cc2)[C@@H](C)CN([C@H](C)CO)C(=O)c2cc(NC(=O)CCC(F)(F)F)ccc2O1	-2.6	-10	3
67	CC(C)CC1NC(=O)c2cccnc2-n2c1nc1cc(F)ccc1c2=O (stereo not drawn)	0.7	-2	-3
68	C[C@@H]1CN([C@H](C)CO)C(=O)CCCn2cc(nn2)CO[C@H]1CN(C)S(=O)(=O)c1ccc(C#N)cc1	0.5	-12	8
69	Cc1ccc(S(=O)(=O)CCC(=O)OCC(=O)Nc2cccc(S(=O)(=O)N3CCCCC3)c2)cc1	25	5	-9
70	Cc1nc2ccc(C(=O)NC(C)(C)C)cn2c1N(C)C(=O)CCc1ccccc1	-1.1	3	9
71	CCOC(=O)[C@]12CCCC=C1N(Cc1ccco1)C(=O)[C@H](CC(=O)NCC1CCCCC1)C2	0.7	14	-4
72	CC(C)NC(=O)N(C)C[C@@H]1OCc2cnnn2CCCC(=O)N([C@H](C)CO)C[C@H]1C	0.4	1	-8
73	COc1ccc(-c2nc3c(Cl)cc(C(F)(F)F)cn3c2Cc2ccc(C)cc2)cc1OC	2.2	24	1
74	CCCCCC(=O)N1C[C@@H](n2cc(C3CC3)nn2)[C@H](O)C[C@@H]1c1ccccc1	1.1	5	0
75	CC1(c2nnnn2Cc2ccccc2)CCC(=O)N1Cc1cccs1 (stereo not drawn)	0.8	-6	-4
76	COc1ccc2oc(C(=O)OCC(=O)NC3CCS(=O)(=O)C3)c(C)c2c1 (stereo not drawn)	0.2	-11	-1
77	COc1ccc(-c2noc(CN(C)C(=O)CCCN3C(=O)[C@H]4CC=CC[C@H]4C3=O)n2)cc1	-1.5	-3	-1
78	CC(=O)Nc1c(-c2ccc(C)cc2)nc2ccc(Cl)cn12	-1.1	-18	2
79	Cc1ccc(S(=O)(=O)NCc2ccccc2)cc1C(=O)NCc1ccncc1	-0.4	-5	-6
80	CCOC(=O)c1cc(-c2sc(NC(=O)c3ccccc3)nc2C)n(Cc2ccccc2)n1	-2.0	-12	15
81	NC(Cc1ccc(C(F)(F)F)cc1)c1csc(Nc2ccc(C(=O)NCCCO)cn2)n1 (stereo not drawn)	0.1	-5	-1
82	CCCc1nc2c(C)cc(Br)cn2c1Cc1ccsc1	-0.6	-8	-6
83	CC(C)(C)OC(=O)N1CCC[C@H]1C(=O)N1CCC[C@H]1C(=O)NCc1ccncc1	-0.5	-10	-10
84	COCc1cccc(-c2csc(C(NC(C)=O)c3ccccc3)n2)c1 (stereo not drawn)	-0.5	2	0
85	CC1=C(C(=O)N2CCOCC2)CC(CC(=O)NC2CC2)C(=O)N1Cc1ccc(F)cc1 (stereo not drawn)	-0.1	-5	-4
86	CC(C)C[C@H]1CNC(=S)N1C[C@H]1CCCN1C[C@H](CC(C)C)N1C[C@H](Cc2ccc(O)cc2)N(CC2CCCCC2)C1=S	5.8	61*	11
87	C[C@@H]1CN([C@@H](C)CO)C(=O)c2cc(Br)cnc2O[C@@H]1CN(C)C(=O)Nc1ccc(F)cc1	-1.4	5	-6
88	CCOC(=O)C1(C)CCCCCN1C(=O)/C=C/c1ccccc1 (stereo not drawn)	-0.3	-12	1
89	Cc1cc(C(=O)N2CCC2(C)C(=O)NCCC#N)nn1C (stereo not drawn)	-1.0	-8	-2
90	O=C(NCc1ccccc1)c1cc(C2CCCN(C(=O)c3ccccc3)C2)on1 (stereo not drawn)	-0.1	7	-5
91	Nc1ccccc1C(=O)NN=Cc1cccnc1	-1.4	1	0

Bioassay records as filed in PubChem.
